ATG4B inhibitor: ATG4B protease inhibitors, primary screen, biochemical, fluorescence, uHTS | Cysteine protease ATG4B (Homo sapiens), Q9Y4P1 | ATG4B cleavage of LC3-PLA2, NBD-HPC fluorescence, 1 h | inhibition, % at 8.33 µM | 0.51% of 340,000 active | AID 504462, 2011; in the data active = inhibition above about 40%
Target sequence (Q9Y4P1 whole entry, looked up): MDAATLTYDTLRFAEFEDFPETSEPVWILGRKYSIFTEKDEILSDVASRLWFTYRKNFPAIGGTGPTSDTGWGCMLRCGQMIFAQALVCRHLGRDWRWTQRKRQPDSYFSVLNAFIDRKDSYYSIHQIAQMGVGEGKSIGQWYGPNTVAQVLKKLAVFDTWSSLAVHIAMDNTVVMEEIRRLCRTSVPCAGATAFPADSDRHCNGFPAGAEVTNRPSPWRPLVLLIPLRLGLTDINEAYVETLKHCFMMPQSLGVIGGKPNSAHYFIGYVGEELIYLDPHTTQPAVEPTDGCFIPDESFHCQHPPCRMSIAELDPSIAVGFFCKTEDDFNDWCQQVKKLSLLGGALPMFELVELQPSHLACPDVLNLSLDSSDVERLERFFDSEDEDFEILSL
MPTP inh: mitochondrial permeability transition pore inhibitors, primary screen, biochemical, isolated mouse mitochondria, absorbance; Ca2+ swelling absorbance, 30 min; inhibition, % at 10 µM; 1.4% of 360,000 active;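 active = inhibition of 50% or more, scaled per plate between neutral and stimulator controls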;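 also: 0% = DMSO wells given calcium and 100% = 1 mM EGTA wells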
mIAP inh: inhibitors of mouse IAP, primary screen, biochemical, luminescence, uHTS; intestinal alkaline phosphatase [Mus musculus]; purified mouse IAP, CDP-Star luminescence, 30 min; inhibition, % at 10 µM; 0.2% of 330,000 active;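 active = inhibition of at least 40% at 10 µM in the primary screen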;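 also: plate controls were DMSO with enzyme for no effect and no enzyme wells for full effect; values of inactives mirror those of a sister screen read the other way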
mIAP act: activators of mouse IAP, primary screen, biochemical, luminescence, uHTS; intestinal alkaline phosphatase [Mus musculus]; muIAP, CDP-Star luminescence, 30 min; stronger effect = higher value; 1 = vehicle-only enzyme signal, 0 = enzyme-free wells; activation factor at 10 µM; 0.24% of 330,000 active;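 active = activation factor of at least 2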; also: the source names both 10 and 20 µM as test concentration; values of inactives mirror those of a sister screen read the other way
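Assay system: mouse IAP enzyme; Reagent: CDP-Star chemiluminescent phosphatase substrate; Compound: DMSO-dissolved test compounds; Incubation: 30 min, room temperature; Technique: luminescence from enzymatic CDP-Star hydrolysis; Controls: DMSO-only wells and no-enzyme negative control.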
APOBEC3A inh: APOBEC3A ssDNA deaminase inhibitors, primary screen, selectivity assay for APOBEC3G inhibitor project, biochemical, FAM/TAMRA oligo cleavage fluorescence. recombinant A3A, FAM/TAMRA ssDNA deamination fluorescence. 0.41% of 330,000 active. inhibition, % at 20 µM. DNA dC->dU-editing enzyme APOBEC-3A (Homo sapiens), P31941. AID 493011, 2011;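 active = at least 40% inhibition at 20 µM here, with at most 30% in a related deaminase screen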;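 also: plate controls were A3A with DMSO for no effect and wells lacking A3A enzyme for full effect; some results filed as inactive read as strong as hits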
Target sequence (P31941 whole entry, looked up): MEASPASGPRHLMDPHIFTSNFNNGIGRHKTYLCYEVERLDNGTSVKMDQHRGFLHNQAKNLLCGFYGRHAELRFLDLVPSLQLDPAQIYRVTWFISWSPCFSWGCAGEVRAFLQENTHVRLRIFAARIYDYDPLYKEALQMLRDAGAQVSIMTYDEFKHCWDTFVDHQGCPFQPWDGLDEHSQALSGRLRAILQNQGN
MIN6 prolif: inducers of MIN6 beta-cell proliferation, primary screen, ATP luminescence, uHTS; MIN6 cells proliferation, ATPlite luminescence, 48 h; cells starved in 0.2% serum; 100% = growth in 10% serum; proliferation, % at 10 µM; 0.29% of 330,000 active; AID 2380, 2010;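 active = compounds whose signal lies at least 3.5 SD above the mean of all wells on their plate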;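 also: 0% = DMSO-treated cells in low-serum medium and 100% = 10% serum control; some compounds called inactive have numbers as strong as hits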
hIAP inh: human IAP inhibitors, primary screen, biochemical, luminescence, uHTS | purified IAP, CDP-Star luminescence, 30 min | AID 2544, 2010 | 0.12% of 330,000 active | Intestinal-type alkaline phosphatase (Homo sapiens), P09923 | inhibition, % at 10 µM;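 active = inhibition reaching a set limit with compound at 10 µM in the primary screen, cut at about 35% in these data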;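 also: plate controls were DMSO wells with enzyme for no effect and no-enzyme buffer wells for full effect; values of inactives mirror those of a sister screen read the other way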
Target sequence (P09923 whole entry, looked up): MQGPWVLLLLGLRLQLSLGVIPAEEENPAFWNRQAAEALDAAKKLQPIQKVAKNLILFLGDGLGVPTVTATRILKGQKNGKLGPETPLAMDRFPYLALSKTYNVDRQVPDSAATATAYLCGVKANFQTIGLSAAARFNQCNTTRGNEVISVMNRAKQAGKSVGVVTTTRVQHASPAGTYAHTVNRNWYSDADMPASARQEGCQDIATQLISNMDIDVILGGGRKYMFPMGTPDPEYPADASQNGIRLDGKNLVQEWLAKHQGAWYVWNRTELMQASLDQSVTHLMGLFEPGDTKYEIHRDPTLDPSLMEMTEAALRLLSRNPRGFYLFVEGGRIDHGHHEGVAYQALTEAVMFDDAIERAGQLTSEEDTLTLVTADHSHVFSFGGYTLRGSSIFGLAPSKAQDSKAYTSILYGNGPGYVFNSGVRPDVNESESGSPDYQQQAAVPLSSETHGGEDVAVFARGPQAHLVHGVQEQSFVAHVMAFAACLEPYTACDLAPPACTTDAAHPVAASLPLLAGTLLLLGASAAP
APOBEC3G inh: APOBEC3G DNA deaminase inhibitors, primary screen, biochemical, fluorescence, single-stranded DNA substrate, uHTS | DNA dC->dU-editing enzyme APOBEC-3G (Homo sapiens), Q9HC16 | recombinant A3G, ssDNA deamination FAM/TAMRA fluorescence | inhibition, % at 20 µM | 0.28% of 330,000 active | AID 493012, 2011;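 active = inhibition of at least 40% at 20 µM, with no more than 30% in the related APOBEC3A deaminase screen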;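 also: plate controls were DMSO wells with A3G for no effect and wells lacking A3G enzyme for full effect; some compounds called inactive have numbers as strong as hits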
hIAP activ: human IAP activators, primary screen, biochemical, luminescence, uHTS; Intestinal-type alkaline phosphatase (Homo sapiens), P09923; purified human IAP, CDP-Star luminescence, 30 min; stronger effect = higher value; 1 = vehicle-only enzyme, 0 = enzyme-free background; activation factor at 10 µM; 0.16% of 330,000 active;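 active = activation factor of the enzyme at least 2-fold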; also: the source names both 10 and 20 µM as test concentration; values of inactives mirror those of a sister screen read the other way
Numbers without * were called inactive; nt = no result given.

Values run as follows: MPTP inh	APOBEC3G inh	hIAP activ	ATG4B inhibitor	mIAP act	MIN6 prolif	mIAP inh	hIAP inh	APOBEC3A inh
> COc1ccc(-n2ccnc2SCC(=O)NO)cc1
→ 1.8	-3	1.3	-3	0.98	-1	2	-32	-1
> CCOc1ccc(/C=C2\C(=O)c3ccccc3OC2c2ccccc2)cc1 (centres undefined)
→ 1.0	-1	0.89	-1	1.1	-6	-8	11	-1
> C=CCOc1c(Cl)cc(CNCCC)cc1Cl
→ -2.6	-6	0.86	5	1	1	-3	14	-2
> O=C(NC12CC3CC(CC(C3)C1)C2)c1cccc([N+](=O)[O-])c1
→ -0.1	3	1.2	-2	0.97	-2	3	-16	-5
> O=C(NC1CCCCC1)C(c1ccc(Cl)cc1)N(C(=O)c1ccccn1)c1cccnc1 (centres undefined)
→ nt	-6	1	nt	0.94	-3	6	-1	-2
> CCOC(=O)c1cccc(NC(=O)Nc2cc(OC)ccc2OC)c1
→ 23	-6	1.1	-9	1.9	-1	-92	-9	-3
> CCCCN(Cc1ccccc1)C(=O)C1CCC(=O)N(CCc2ccccn2)C1 (centres undefined)
→ -0.2	-10	1.2	23	1.1	-3	-9	-20	-1
> CCCc1cc(C(=O)Nc2nccs2)cs1
→ -0.5	0	1	14	0.34	-4	66*	-4	4
> Cc1ccc(S(=O)(=O)C2(S(=O)(=O)c3ccc(C)cc3)CCCC2)cc1
→ -0.9	-2	0.89	0	1	-4	-3	11	-2
> CCOC(=O)CSc1nc2sc3c(c2c(=O)[nH]1)CCCC3
→ 0.8	-2	1	9	1	-2	0	-5	-3
> CCC(C)NC(=O)Cn1cc(S(=O)(=O)N2CCN(c3ccccc3F)CC2)c2ccccc2c1=O (centres undefined)
→ 0.1	2	1	-7	0.98	-2	2	-2	2
> C[n+]1ccccc1/C=C/c1ccccc1Cl
→ 0.5	14	1.3	8	0.97	-2	3	-26	81*
> C[C@H](CO)N1C[C@H](C)[C@@H](CN(C)C(=O)Nc2ccc(C(F)(F)F)cc2)Oc2c(NC(=O)Cc3ccccc3)cccc2C1=O
→ -1.5	-6	1.1	-21	1.2	-5	-16	-8	-2
> COc1ccc2nc(NCCCNC(=O)c3cc(OC)c(OC)c(OC)c3)c(C#N)cc2c1
→ -0.4	-5	1.1	-5	1	0	-3	-5	-2
> CC(C)OCCCNC(=O)CNC(=O)c1ccc(Cl)c(Cl)c1
→ 2.4	-6	1	-8	0.94	-5	6	-3	-1
> Brc1ccc(N=C(c2ccccc2)c2ccncc2)cc1
→ -1.3	-7	1.1	4	1	0	-3	-7	-1
> CCCCCn1c(N2CCN(c3cccc(Cl)c3)CC2)nc2c1c(=O)[nH]c(=O)n2C
→ -3.3	-7	1.3	3	0.92	-6	8	-32	-3
> COc1ccccc1N1CCN(C(=O)COc2cc(C)ccc2C)CC1
→ 0.8	-3	1.1	6	0.88	2	12	-5	0
> CC(C)(C)c1ccc(OCc2ccc(C(=O)NN)o2)cc1
→ 11	13	1.3	-7	1.1	-3	-12	-26	2
> CCOC(=O)c1cc(-c2ccncc2)nc2c1c(C)nn2-c1ccccn1
→ 0.3	2	0.95	-24	0.94	-1	6	4	2
> O=C(O)CCC(=O)NCc1cn(-c2ccccc2)nc1-c1cccc(Br)c1
→ 0.1	-7	1.1	8	1.1	-2	-5	-7	6
> COc1ccc(CCNC(=O)C(C(=O)c2ccc(F)cc2)n2ccccc2=O)cc1OC (centres undefined)
→ -1.0	-4	1	-8	1	-2	-3	-2	-2
> NC(=O)c1ncn([C@@H]2O[C@H](CO)[C@@H](O)[C@H]2O)n1
→ -0.6	-7	0.94	11	0.94	-1	6	6	-4
> Cc1cc(NC(=O)COC(=O)CCC(=O)c2ccc(F)cc2)no1
→ 4.3	-2	1.1	3	1.1	-2	-6	-10	1
> COc1cccc(/C=N\NS(=O)(=O)c2ccccc2)c1OC
→ -1.2	-9	0.95	0	0.92	-1	8	5	-5
> O=S(=O)(c1ccc(Br)s1)N1CCN(c2ccccc2)CC1
→ 2.9	-4	0.86	5	1	0	-4	14	-1
> COc1ccc2c(c1)CC/C2=N\NC(=O)c1ccccc1
→ 2.3	-6	1.1	-5	1.1	-4	-11	-12	-1
> COc1ccccc1NC(=O)Cn1ncc2c1-c1ccccc1OC2
→ 0.6	4	1.1	-3	1.1	-4	-10	-11	1
> Cc1occc1C(=O)N1CCCC(N2CCN(c3cccc(C(F)(F)F)c3)CC2)C1 (centres undefined)
→ -1.2	-8	1	0	0.9	-3	10	-1	-1
> CCCCNC(=O)N1CCN(C(c2ccccc2)c2ccccc2)CC1
→ 0.8	0	1.1	22	1.1	-1	-14	-14	3

Some of these compounds in order of molar mass, rising.
Values run as follows: MPTP inh	APOBEC3G inh	hIAP activ	ATG4B inhibitor	mIAP act	MIN6 prolif	mIAP inh	hIAP inh	APOBEC3A inh
> NC(=O)c1ncn([C@@H]2O[C@H](CO)[C@@H](O)[C@H]2O)n1
→ -0.6	-7	0.94	11	0.94	-1	6	6	-4
> O=S(=O)(c1ccc(Br)s1)N1CCN(c2ccccc2)CC1
→ 2.9	-4	0.86	5	1	0	-4	14	-1
> COc1ccc(CCNC(=O)C(C(=O)c2ccc(F)cc2)n2ccccc2=O)cc1OC (centres undefined)
→ -1.0	-4	1	-8	1	-2	-3	-2	-2

Remaining list, next part.
Values run as follows: MPTP inh	APOBEC3G inh	hIAP activ	ATG4B inhibitor	mIAP act	MIN6 prolif	mIAP inh	hIAP inh	APOBEC3A inh
> Cc1occc1C(=O)N/N=C/C=C\c1ccccc1[N+](=O)[O-]
→ -1.3	-5	0.96	-7	1	-1	-1	4	0
> CCOC(=O)CN1C=C(c2ccc3ccccc3n2)C(C[N+](=O)[O-])c2ccccc21 (centres undefined)
→ -11	-7	1.1	2	0.97	-6	2	-6	0
> Cc1cccc(NC(=O)C2CCN(S(C)(=O)=O)CC2)c1C
→ -0.9	-9	1	2	0.94	1	6	-1	-8
> O=C(COC(=O)c1cc(S(=O)(=O)N2CCOCC2)ccc1F)NC1CCCCC1
→ -0.6	-8	1.1	2	1.1	-2	-13	-6	-4
> O=C(NCCC1=CCCCC1)C1CCN(c2nc3ccccc3o2)CC1
→ -0.5	1	0.81	-10	1	-3	-4	19	4
> COc1ccc(NC(=O)CSc2nc(N3CCCCC3)nc(N3CCCCC3)n2)cc1
→ -0.7	-4	0.89	2	1.1	-2	-8	11	1
> Cc1c(C)c(C)c(C(=O)C2CCN(c3ccc([N+](=O)[O-])cn3)CC2)c(C)c1C
→ 14	-4	0.99	-4	0.79	-4	22	1	1
> Cc1ccc(-c2nc3ccccc3[nH]2)cc1NC(=O)c1ccco1
→ -1.5	-2	1	5	0.9	1	10	-2	0
> Cn1ccc(C(=O)OCC(=O)c2ccccc2)n1
→ -1.5	-5	0.83	5	0.98	-1	2	17	-5
> COc1ccc(S(=O)(=O)N2CCC(C(=O)Nc3ccccc3N3CCCCC3)CC2)cc1OC
→ 2.7	-7	1	6	1.1	-3	-9	-4	2
> CCC(=O)N1c2ccc(S(=O)(=O)CCC(=O)N3CCN(c4ccccc4F)CC3)cc2CC1C (centres undefined)
→ -0.1	-11	0.94	-7	1.1	1	-10	6	0
> Cc1ccc(CNC(=O)C2=NNC(=O)CC2)cc1
→ -0.4	1	1	-7	0.96	-3	4	-2	2
> COc1ccc(N=Cc2c(O)n(-c3cccc(C)n3)c(=O)c3ccccc23)c(OC)c1
→ 1.5	-9	1.2	-8	0.95	-2	5	-22	-4
> Cc1nc2n(n1)C(O)c1cc([N+](=O)[O-])ccc1S2 (centres undefined)
→ nt	-10	0.99	nt	1.1	0	-7	1	45*
> CC12COC3(C(=O)Nc4ccc(Cl)cc4)CC1CCC32C (centres undefined)
→ 0.1	-8	1	1	1	-2	-3	0	-3
> O=S(=O)(c1ccc(Cl)cc1)N1CCN(Cc2ccc(O)c3ncccc23)CC1
→ 20	-3	1.2	-1	1	-6	-4	-20	-7
> CCN(C(=O)COC(=O)c1ccccc1OCc1ccc(Cl)cc1)C1CCS(=O)(=O)C1 (centres undefined)
→ -1.9	-3	0.86	-17	1.1	3	-8	14	-1
> CC1(C)CN(c2ccc(-c3ccnc4ncnn34)cc2)C1=O
→ -0.2	-2	1.1	-7	0.94	-1	6	-6	0
> CCc1nnc(NC(=O)CCC(=O)N2CCN(C3CCCCC3)CC2)s1
→ 0.2	-9	0.86	1	0.96	-1	4	14	-3
> CC1=NN(c2ccccc2)C(=O)/C1=C\c1ccc(Oc2ccc([N+](=O)[O-])cc2[N+](=O)[O-])cc1
→ 80*	-4	0.83	2	0.94	-6	6	17	-3
> COc1cc(NC(=O)CSc2ncnc3sc4c(c23)CCCC4)c(C(=O)O)cc1OC
→ 0.7	-7	0.86	15	0.94	0	6	14	-2
> COc1ccc(S(=O)(=O)N2CCOCC2)cc1Cl
→ -1.2	-9	0.8	-10	0.93	-2	7	20	-7
> CCN1CCN(C(=O)CCCCCn2c(=O)[nH]c3cc(C(=O)OC)ccc3c2=O)CC1
→ 0.2	-3	0.95	-17	1.1	4	-6	5	-2
> CCC(=O)Nc1ccc(C(=O)COC(=O)c2sc(C)nc2C)cc1
→ -0.4	-12	0.96	-7	0.96	6	4	4	-4
> NC(=O)CC(NC(=O)Cc1ccc(Cl)cc1)c1ccc(NC2CCCC2)c([N+](=O)[O-])c1 (centres undefined)
→ -1.0	-3	0.83	-22	1	-8	-3	17	-2
> Cc1c(NC(=O)Nc2cccc(Cl)c2)c(=O)n(-c2ccccc2)n1C
→ -2.2	-2	0.97	6	1.1	1	-8	3	3

Of the compounds above, seven have fluorine:
Values run as follows: MPTP inh	APOBEC3G inh	hIAP activ	ATG4B inhibitor	mIAP act	MIN6 prolif	mIAP inh	hIAP inh	APOBEC3A inh
> CCC(C)NC(=O)Cn1cc(S(=O)(=O)N2CCN(c3ccccc3F)CC2)c2ccccc2c1=O (centres undefined)
→ 0.1	2	1	-7	0.98	-2	2	-2	2
> C[C@H](CO)N1C[C@H](C)[C@@H](CN(C)C(=O)Nc2ccc(C(F)(F)F)cc2)Oc2c(NC(=O)Cc3ccccc3)cccc2C1=O
→ -1.5	-6	1.1	-21	1.2	-5	-16	-8	-2
> COc1ccc(CCNC(=O)C(C(=O)c2ccc(F)cc2)n2ccccc2=O)cc1OC (centres undefined)
→ -1.0	-4	1	-8	1	-2	-3	-2	-2
> Cc1cc(NC(=O)COC(=O)CCC(=O)c2ccc(F)cc2)no1
→ 4.3	-2	1.1	3	1.1	-2	-6	-10	1
> Cc1occc1C(=O)N1CCCC(N2CCN(c3cccc(C(F)(F)F)c3)CC2)C1 (centres undefined)
→ -1.2	-8	1	0	0.9	-3	10	-1	-1
> O=C(COC(=O)c1cc(S(=O)(=O)N2CCOCC2)ccc1F)NC1CCCCC1
→ -0.6	-8	1.1	2	1.1	-2	-13	-6	-4
> CCC(=O)N1c2ccc(S(=O)(=O)CCC(=O)N3CCN(c4ccccc4F)CC3)cc2CC1C (centres undefined)
→ -0.1	-11	0.94	-7	1.1	1	-10	6	0

Compound activity deposited in PubChem BioAssay by Sanford-Burnham Center for Chemical Genomics.
